Screens deposited in PubChem by several laboratories.
Lmaj promast = inhibitors of Leishmania major promastigote growth | Leishmania major promastigotes, resazurin fluorescence viability | inhibition, % at 10 µM | hit rate 9% among 200,000; in the data active means inhibition above about 50%;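 further: promastigotes grown with compound for 44 hours at 28 °C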
TLR4-MyD88 BLA = TLR4-MyD88 interaction inhibition in cells; O00206+Q99836; HeLa CL3-4 TLR4/MyD88 BLA complementation, FRET ratio; inhibition, % at 8.4 µM; hit rate 0.18% among 200,000; AID 861; in the data active means inhibition above about 25%;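 further: 0% = vehicle and 100% = reference inhibitor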
Target sequence (O00206 whole entry, looked up): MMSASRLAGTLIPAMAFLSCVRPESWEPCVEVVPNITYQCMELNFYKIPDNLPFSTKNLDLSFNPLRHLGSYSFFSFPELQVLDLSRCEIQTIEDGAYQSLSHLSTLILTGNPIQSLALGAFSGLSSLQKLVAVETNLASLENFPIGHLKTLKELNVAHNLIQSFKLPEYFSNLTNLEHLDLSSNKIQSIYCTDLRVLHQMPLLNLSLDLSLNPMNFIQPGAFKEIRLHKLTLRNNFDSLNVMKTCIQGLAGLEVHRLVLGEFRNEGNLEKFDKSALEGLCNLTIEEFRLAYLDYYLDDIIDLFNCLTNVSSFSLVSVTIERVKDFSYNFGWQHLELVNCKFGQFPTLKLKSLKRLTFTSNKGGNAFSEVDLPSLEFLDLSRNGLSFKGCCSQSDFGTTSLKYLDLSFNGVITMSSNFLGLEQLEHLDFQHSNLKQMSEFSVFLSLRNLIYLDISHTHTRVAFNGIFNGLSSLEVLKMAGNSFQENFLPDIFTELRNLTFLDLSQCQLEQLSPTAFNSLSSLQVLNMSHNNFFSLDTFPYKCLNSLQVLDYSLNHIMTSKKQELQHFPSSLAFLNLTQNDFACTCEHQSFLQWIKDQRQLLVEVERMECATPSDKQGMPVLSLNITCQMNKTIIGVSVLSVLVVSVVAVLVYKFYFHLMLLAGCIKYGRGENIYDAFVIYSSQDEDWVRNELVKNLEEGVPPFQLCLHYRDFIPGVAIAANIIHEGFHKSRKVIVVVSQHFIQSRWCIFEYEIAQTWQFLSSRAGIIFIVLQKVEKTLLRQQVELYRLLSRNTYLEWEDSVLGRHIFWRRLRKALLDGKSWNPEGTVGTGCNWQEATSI
Target sequence (Q99836 whole entry, looked up): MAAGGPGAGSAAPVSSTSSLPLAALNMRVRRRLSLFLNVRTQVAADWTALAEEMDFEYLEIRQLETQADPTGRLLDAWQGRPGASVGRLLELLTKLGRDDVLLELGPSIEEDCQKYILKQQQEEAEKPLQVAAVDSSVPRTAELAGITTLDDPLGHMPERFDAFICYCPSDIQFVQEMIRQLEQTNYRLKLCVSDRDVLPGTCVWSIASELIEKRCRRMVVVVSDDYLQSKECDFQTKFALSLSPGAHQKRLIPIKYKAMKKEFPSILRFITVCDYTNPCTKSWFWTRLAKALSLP
TR-FRET SRC-2 ct = counter-screen for PPARgamma SRC-2 recruitment agonists: TR-FRET artefact; stronger effect = higher value; TR-FRET ratio at 8 µM; hit rate 0.4% among 200,000; in the data active means TR-FRET ratio above about 2000; further: inactives centre near 1500; reference of the scale not given here
PPARg SRC2 recr = agonists of SRC-2 recruitment by human PPARgamma; activation, % at 8 µM; PPARgamma LBD-SRC-2 recruitment, biochemical; P37231; hit rate 0.34% among 200,000; in the data active means activation above about 22%;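 further: 0% = vehicle and 100% = reference agonist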
PPARg SRC3 recr = PPARgamma-driven SRC-3 recruitment agonism; activation, % at 8 µM; biochemical PPARgamma/SRC-3 coactivator recruitment assay; hit rate 0.26% among 200,000; in the data active means activation above about 23%;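 further: 0% = DMSO and 100% = reference agonist; some compounds past the cut are filed as inactive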
bIAP activator = increases bovine intestinal alkaline phosphatase activity. purified bovine IAP, CDP-star luminescence, 30 min; stronger effect = higher value; fold of DMSO-control signal, blank-subtracted. hit rate 0.17% among 200,000. AID 1016. activation factor at 20 µM;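 active means activation factor of 2 or more at 20 µM, a signal rise over negative controls twice the positive control's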
DTT redox prof = compounds producing H2O2 with reducing agent – biochemical, NIH compound library profiling, artefact control for MLSCN library redox annotation, primary screen; DTT-dependent redox cycling H2O2, phenol red/HRP absorbance; 100% = 100 µM peroxide control, 0% = buffer; activation, % at 10 µM; hit rate 0.03% among 200,000;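 active means activation of at least 50% relative to the plate's high and low controls in the primary single-dose screen; inactive means activation below 50%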;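 further: compound incubated with DTT at 0.8 mM final as the reducing agent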
PPARg SRC1 recr = PPARgamma-driven SRC-1 recruitment agonism; P37231; PPARgamma-SRC-1 coactivator recruitment biochemical assay; activation, % at 8 µM; hit rate 0.41% among 200,000; in the data active means activation above about 19%;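 further: 0% = DMSO and 100% = reference agonist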
bIAP inh = blocks bovine intestinal alkaline phosphatase activity. AID 1019. inhibition, % at 20 µM. 190,000 tested, under 10 active. purified bovine IAP, CDP-star luminescence, 30 min;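 active means over 50% inhibition of intestinal alkaline phosphatase at 20 µM in the single-dose screen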
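System: purified bovine intestinal alkaline phosphatase (IAP) enzyme; Input: IAP diluted 1/65,000,000 in the well; Measured by: CDP-star luminescence signal; Compound dosing: 20 µM single dose; Incubation: 30 min reaction at room temperature.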
S1P3 antagonist = antagonists of human S1P3 receptor; Q99500; CHO S1P3 NFAT-BLA reporter, FRET fluorescence, antagonist mode; inhibition, % at 4.98 µM; hit rate 0.27% among 170,000;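 active means inhibition above the plate cutoff, the mean inhibition of test wells on that plate plus 3 SD, cut at about 28% in these data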;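 further: cells challenged with S1P at its EC80 of 0.8 µM; blue over green emission ratio from cleaved BLA substrate after 4 h stimulation; 0% = S1P-stimulated wells and 100% = unstimulated DMSO-only wells; some compounds past the cut are filed as inactive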
ROMK mod = human ROMK K+ channel modulation, primary screen; hit rate 2% among 130,000; Tet-inducible ROMK, thallium flux fluorescence; actives lie on both sides; B-score at 10 µM; P48048;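 active means signal ratio slope over the read window, or its plate-corrected B-score, at least 3 SD from the plate mean, either direction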;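 further: B-score of the F/F0 ratio slope over 7 to 12 s after thallium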
* hit, by the source's call; . = no result given.

SMILES | Lmaj promast | TLR4-MyD88 BLA | TR-FRET SRC-2 ct | PPARg SRC2 recr | PPARg SRC3 recr | bIAP activator | DTT redox prof | PPARg SRC1 recr | bIAP inh | S1P3 antagonist | ROMK mod
CCC(NC(=O)c1ccccc1NC(=O)c1ccco1)C(=O)O (stereo not given) | 89* | -4 | 1536 | 11 | 7 | 1 | 0.3 | -4 | 1 | -44 | 0.44
O=C(NCC1CCCO1)/C(=C/c1cn(-c2ccccc2)nc1-c1cccnc1)NC(=O)c1ccccc1 (stereo not given) | 0 | 11 | 1600 | 5 | 2 | 0.9 | -0.1 | 3 | 7 | -12 | 0.005
COC(=O)c1ccc2c(=O)n(Cc3ccco3)c(SCC(=O)Nc3ccc(C)c(Cl)c3)nc2c1 | -2 | 5 | 1665 | 10 | -11 | 0.9 | -0.4 | 16 | 8 | -12 | -0.09
Cc1ccc(CSCC(=O)N2CCN(c3ccc(F)cc3)CC2)cc1 | 2 | 2 | 1421 | 3 | 8 | 1 | 2.4 | 2 | 2 | . | .
O=C(NC1CCCC1)C(Cc1ccccc1)n1cccc1 (stereo not given) | -6 | -4 | 1571 | 1 | 8 | 0.9 | -0.5 | 4 | 12 | . | .
O=C(CN1C(=O)NC2(CCSC2)C1=O)NCc1ccccc1 (stereo not given) | -6 | -4 | 1564 | -3 | 1 | 1 | 0.1 | 3 | -1 | -6 | 0.16
OCCNC(=S)Nc1ccc(Oc2ccccc2)cc1 | -7 | 0 | 1447 | -1 | 3 | 0.9 | 2.7 | -2 | 15 | -16 | 0.28
CCCc1ccccc1OCCNC(=O)c1cc(=O)n(C)c(=O)n1C | 0 | -5 | 1561 | 10 | -1 | 1 | -0.7 | 9 | -1 | 3 | 0.19
COC(=O)c1c(NC(=O)c2ccnn2C)sc(C)c1C | 2 | -16 | 1570 | -2 | -4 | . | -0.1 | -1 | . | . | .
COC(=O)C1=CN(C2CC2)C=C(C(=O)OC)C1c1ccccc1OC | 37 | -3 | 1681 | 1 | 2 | 1.3 | -0.9 | 12 | -29 | 11 | .
CC(C)NC(=S)NC(=O)/C=C/c1cccc2ccccc12 | -2 | -23 | 1680 | 11 | 8 | 0.8 | 0.6 | 10 | 19 | -12 | .
CCOC(=O)Cc1csc(NC(=O)CSc2nnc(-c3ccc(C)cc3)o2)n1 | 0 | 0 | 1365 | -3 | 6 | 1 | -0.5 | 2 | -1 | -6 | .
CCNC(=S)NNC(=O)c1cccs1 | -6 | 0 | 1528 | 3 | -1 | 1.1 | -5.2 | 6 | -14 | . | .
Cc1ccc(S(=O)(=O)NCCC(C)C)cc1[N+](=O)[O-] | 39 | -1 | 1475 | 4 | -2 | 1 | -0.2 | 1 | -3 | 0 | -1
CCOC(=O)Cc1cc(=O)n2[nH]c(-c3ccc(C)cc3)cc2n1 | -1 | 3 | 1610 | 18 | 8 | 0.9 | 0.0 | -3 | 5 | . | -0.62
O=C(CCNc1ccc(Cc2ccncc2)cc1)c1ccc([N+](=O)[O-])cc1 | 101* | -14 | 1691 | 1 | -1 | 0.9 | -2.1 | 2 | 11 | 3 | -0.86
COC(=O)N/N=C/c1sc(N2CCCCC2)nc1-c1cccs1 | 42 | -3 | 1502 | 14 | 7 | 1 | -1.3 | 2 | 0 | -10 | -0.61
Cc1nc2ccccc2c(=O)n1NC(=O)c1c(O)c2c(n(CC(C)C)c1=O)CCCC2 | -5 | 0 | 1313 | -4 | 5 | 1.1 | 3.5 | -8 | -8 | 23 | .
CC(OC(=O)CCc1nc2ccccc2c(=O)[nH]1)C(=O)NCc1ccc2c(c1)OCO2 (stereo not given) | -3 | 17 | 1528 | 4 | 3 | 1 | -0.2 | 8 | 2 | -4 | -0.51
Cc1oncc1C(=O)NC(C)C | -2 | -5 | 1424 | 7 | -4 | 0.9 | 0.3 | -1 | 15 | . | -0.064
CCOC(=O)C1=C(N)Oc2cc(O)ccc2C1c1ccc([N+](=O)[O-])cc1 (stereo not given) | 13 | -2 | 1601 | -3 | -2 | 1.1 | -0.3 | -3 | -10 | 0 | 0.062
COc1cccc(C(=O)NNC2=CC(=O)CC(C)(C)C2)c1 | 48 | -6 | 1727 | 6 | 8 | 1.1 | -7.2 | 4 | -10 | . | .
O=C(O)c1ccc(N2CCCC2=O)cc1 | 0 | -10 | 1716 | 5 | -2 | 1 | -0.7 | -2 | -4 | -9 | .
COC(=O)CSc1nc2cc3c(cc2cc1C)OCO3 | 11 | -7 | 1414 | 15 | 4 | 0.9 | -0.1 | 11 | 13 | -5 | .
Cn1cccc1/C=N/NC(=O)c1ccc[n+]([O-])c1 | -3 | -5 | 1340 | 3 | -2 | 1.2 | -3.8 | 4 | -17 | -22 | -0.87
Cn1c(=O)oc2cc(S(=O)(=O)Nc3cccc4c3CCCC4)ccc21 | -1 | 14 | 1543 | 1 | 5 | 1 | -2.9 | 12 | 5 | -27 | -0.52
CCCc1cc(=O)[nH]c(N/N=C/C=C\c2ccccc2)n1 | 19 | -11 | 1720 | -3 | 0 | 1 | -0.7 | 10 | -1 | 5 | 0.69
CCOC(=O)CON1C(=O)c2ccccc2C1=O | -2 | -4 | 1623 | 4 | -5 | 1 | 6.7 | 4 | -3 | . | .
Cc1cccc(S(=O)(=O)Nc2nc3ccccc3nc2NCc2ccco2)c1 | -1 | 9 | 1557 | 6 | 22 | 1.1 | -3.3 | 12 | -12 | -8 | .
Cc1sc(NC(=S)NC(=O)C(C)(C)C)c(C(N)=O)c1C | 3 | 4 | 1453 | -2 | -8 | 0.9 | -4.0 | 0 | 12 | . | .
COc1ccccc1NC(=O)C1=C(C)Nc2ncnn2C1c1ccccc1C (stereo not given) | 9 | 4 | 1543 | 3 | -2 | 1 | -1.4 | 2 | 4 | 22 | -0.18
O=C(c1csc(Nc2ccccc2Cl)n1)N1CCCC1 | 11 | 4 | 1617 | -10 | -2 | 1 | -0.5 | 2 | -2 | -17 | -0.25
O=C1CS/C(=N/N=C2CCCC2)N1 | -2 | -13 | 1713 | 3 | 1 | 0.9 | 0.0 | 8 | 12 | -10 | .
CCCCNC(=O)/C=C/c1cccs1 | -8 | -8 | 1654 | 2 | 0 | 0.8 | -0.4 | -1 | 20 | -1 | .
Cc1cc(NC(=O)COc2cccc(C)c2C)no1 | -5 | -1 | 1458 | 5 | 2 | 0.9 | -0.4 | -2 | 14 | -11 | .
O=Cc1ccc(-c2ccc([N+](=O)[O-])cc2Cl)o1 | 60* | 10 | 1564 | 12 | 3 | 1.1 | -1.5 | 7 | -8 | -23 | 0.58
Cc1cccc(NC(=O)C2CCCN2C(=O)Oc2ccccc2)c1C (stereo not given) | 2 | -6 | 1465 | -9 | -5 | 0.9 | 0.5 | -3 | 13 | . | 0.08
O=C(NCc1ccccc1)C1CCN(S(=O)(=O)c2ccc(Cl)cc2)CC1 | -4 | -23 | 1614 | 4 | 2 | 1 | -1.1 | 2 | 1 | 12 | 0.35
COc1ccc(CC(=O)Nc2cc(Cl)ccc2C(=O)O)cc1 | 15 | 10 | 1521 | -7 | 0 | 1 | 0.2 | 6 | -1 | -5 | -0.14
CCCCCCn1c(=O)c(C(=O)N/N=C/c2cccc(F)c2)c(O)c2ccccc21 | -6 | 9 | 1570 | 3 | -2 | 1 | -0.1 | -1 | 4 | -4 | .
O=C(Nc1c(-c2ccccc2)nc2sccn12)c1ccccc1 | 14 | -10 | 1374 | -7 | -4 | 1 | 0.2 | -4 | 3 | 4 | .
COc1ccc(NC(C)=O)cc1NC(C)C(=O)Nc1ccc(F)cc1 (stereo not given) | 1 | 2 | 1454 | -3 | -7 | 1 | 0.0 | -5 | -4 | . | 1.7
Cc1ccc(C(=O)N/C(=C/c2cccs2)C(=O)NCC2CCCO2)cc1 (stereo not given) | -4 | -10 | 1234 | -4 | -7 | 1.1 | -0.7 | -5 | -13 | -12 | 0.053
COCCn1c(Cc2ccccc2)nnc1SCC(=O)NC(C)(C)C | -3 | -1 | 1472 | 0 | 2 | 0.7 | 4.6 | -7 | 31 | -19 | .
COc1ccc(CCNC(=O)C2CC(c3cccc([N+](=O)[O-])c3)=NO2)cc1 (stereo not given) | 0 | -5 | 1566 | -2 | -5 | 1 | -4.1 | 0 | 4 | . | .

Full records, quoted from the list.
`CCCCNC(=O)/C=C/c1cccs1` across the screens: Lmaj promast = -8; TLR4-MyD88 BLA = -8; TR-FRET SRC-2 ct = 1654; PPARg SRC2 recr = 2; PPARg SRC3 recr = 0; bIAP activator = 0.8; DTT redox prof = -0.4; PPARg SRC1 recr = -1; bIAP inh = 20; S1P3 antagonist = -1; ROMK mod = .
`Cc1cccc(NC(=O)C2CCCN2C(=O)Oc2ccccc2)c1C` (stereo not given) across the screens: Lmaj promast = 2; TLR4-MyD88 BLA = -6; TR-FRET SRC-2 ct = 1465; PPARg SRC2 recr = -9; PPARg SRC3 recr = -5; bIAP activator = 0.9; DTT redox prof = 0.5; PPARg SRC1 recr = -3; bIAP inh = 13; S1P3 antagonist = .; ROMK mod = 0.08
`O=Cc1ccc(-c2ccc([N+](=O)[O-])cc2Cl)o1` across the screens: Lmaj promast = 60*; TLR4-MyD88 BLA = 10; TR-FRET SRC-2 ct = 1564; PPARg SRC2 recr = 12; PPARg SRC3 recr = 3; bIAP activator = 1.1; DTT redox prof = -1.5; PPARg SRC1 recr = 7; bIAP inh = -8; S1P3 antagonist = -23; ROMK mod = 0.58

(cont.)
SMILES | Lmaj promast | TLR4-MyD88 BLA | TR-FRET SRC-2 ct | PPARg SRC2 recr | PPARg SRC3 recr | bIAP activator | DTT redox prof | PPARg SRC1 recr | bIAP inh | S1P3 antagonist | ROMK mod
CCCC(CCC(=O)OC)(C(=O)OCC)c1csc(N)n1 (stereo not given) | -5 | -6 | 1581 | -5 | -2 | 0.9 | 2.6 | -1 | 7 | -10 | 0.65
Cc1ccc(-n2c(SCC(=O)Nc3cc(C)on3)nc3c(c2=O)SC(C)C3)cc1 (stereo not given) | 19 | -4 | 1638 | -3 | 6 | 0.9 | -3.4 | 2 | 13 | -26 | .
COc1ccc(-c2nnc(NC(=O)c3ccc(S(=O)(=O)N4CCc5ccccc5C4)cc3)o2)cc1 | 99* | -17 | 1789 | 5 | 5 | 1 | -0.2 | 8 | 0 | -18 | 0.7
Nc1nonc1C(=O)NCCNCc1cc(Br)ccc1OCc1ccccc1F | 66* | 9 | 1600 | 0 | -21 | 1.1 | 2.0 | -4 | -7 | -35 | -4.2*
O=C1N/C(=N/S(=O)(=O)c2ccccc2)S/C1=C/c1cccnc1 | -5 | -4 | 1773 | 8 | 7 | 1.5 | 0.2 | 1 | -46 | -13 | .
O=C(NC1CC2CCCC(C1)N2C(=O)Nc1ccc(Cl)c(C(F)(F)F)c1)C1CC1 (stereo not given) | 5 | 1 | 1596 | -1 | -3 | 1 | 1.4 | 2 | 1 | . | .
CCOC(=O)CSc1nnc(CNc2ccc(F)cc2)o1 | 0 | -6 | 1495 | 2 | -8 | 0.9 | -1.0 | 5 | 9 | -25 | .
COc1ccc(OC)c(-c2csc(NC(=O)C3=NNC(=O)CC3)n2)c1 | -4 | -7 | 1851 | 7 | 1 | 1.4 | -1.9 | -4 | -39 | -1 | 1
Cc1cc2nc[nH]c2cc1[N+](=O)[O-] | 8 | -1 | 1245 | -5 | -8 | 0.9 | -1.8 | 0 | 6 | -1 | -0.072
